Yfh1-depleted yeast – mitochondrial function rescue without frataxin homolog – Friedreich's ataxia, plus single-dose screen, dose response (AID 1465) | 220,000 compounds, 0.074% hits | S. cerevisiae Yfh1-off respiration, WST-1 reduction, 72 h; higher fold induction means a stronger effect | fold induction at 50 µM; hits with a dose series show EC50 in µM;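 active = fold induction of absorbance versus untreated yeast above a set limit, then at least 30% activation at any dose in follow-up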;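 also: activators that raise dye reduction in frataxin-depleted yeast; strong numbers were not always called active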
NTR1 ag – NTR1-driven beta-arrestin-GFP spot formation – imaging, U2OS cells, high content, primary screen (AID 493036). activation, % at 20 µM. agonist mode. P30989. 330,000 compounds, 0.17% hits;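 active = activation at or above 40% of the spot to cytoplasm intensity ratio, with at least 20 cells analyzed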;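 also: 0% = DMSO without peptide and 100% = 100 nM NTR1 peptide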
Target sequence (P30989 whole entry, looked up): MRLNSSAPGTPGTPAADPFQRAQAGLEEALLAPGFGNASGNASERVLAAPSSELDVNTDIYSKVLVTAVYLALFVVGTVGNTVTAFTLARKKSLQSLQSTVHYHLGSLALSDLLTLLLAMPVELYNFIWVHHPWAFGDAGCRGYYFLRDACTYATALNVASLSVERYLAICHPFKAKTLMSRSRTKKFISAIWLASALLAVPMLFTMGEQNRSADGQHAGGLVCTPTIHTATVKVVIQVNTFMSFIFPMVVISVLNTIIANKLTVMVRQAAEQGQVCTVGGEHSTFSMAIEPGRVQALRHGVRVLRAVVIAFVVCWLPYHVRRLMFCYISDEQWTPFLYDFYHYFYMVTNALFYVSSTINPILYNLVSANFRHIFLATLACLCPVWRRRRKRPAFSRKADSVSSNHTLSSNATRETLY
SV40 large T antigen – SV40 large T antigen inhibitors, biochemical (AID 1903). SV40 large T antigen ATPase/helicase inhibition assay; higher % means a stronger effect. inhibition, % at 20 µM; hits with a dose series show IC50 in µM. 310,000 compounds, 0.39% hits; in the data active = a potency from the dose series; also: strong numbers were not always called active
Rac1 GTP hydrolysis – MgcRacGAP GTPase-activating activity inhibitors, confirmation, biochemical, ADP Hunter fluorescence | 340,000 compounds, 0.6% hits | AID 624330 | MgcRacGAP-stimulated Rac1 GTP hydrolysis, ADP Hunter fluorescence; higher % means a stronger effect; GST-tagged Rac1 F28L mutant substrate | one-dose inhibition, % at 30 µM; IC50 in µM for titrated hits;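 active = first-screen hits whose inhibition reached a set limit at any dose in the follow-up dose series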;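 also: fluorescence reports GDP produced by GAP-driven GTP hydrolysis; strong numbers were not always called active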
AID2073 – disruptors of CaV2.2 binding to Mint1 – biochemical, HTRF (AID 2073); HTRF protein-protein interaction, Mint1-CaV2.2; higher % means a stronger effect; one-dose inhibition, % at 20 µM; IC50 in µM for titrated hits; 290,000 compounds, 0.19% hits; in the data active = inhibition mostly above about 51%, no sharp cut-off; also: some results filed as inactive read as strong as hits
GPR35 arrestin U2OS – GPR35 antagonists blocking zaprinast-driven arrestin recruitment, primary screen, imaging, U2OS, beta-arrestin-GFP, zaprinast agonist (AID 2058). U2OS GPR35 beta-arrestin-GFP translocation imaging, zaprinast antagonism; higher % means a stronger effect. inhibition, % at 10 µM, or IC50 in µM where a hit was titrated. 290,000 compounds, 0.052% hits;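 active = inhibition of at least 50% with at least 30 cells and total cytoplasm GFP at most 10,000,000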
GPR55 beta-arrestin – selective activators of receptor GPR55 – imaging, U2OS cells, beta-arrestin-GFP redistribution, primary screen (AID 1961). 290,000 compounds, 0.048% hits. U2OS GPR55 beta-arrestin-GFP redistribution imaging; higher % means a stronger effect. activation, % at 10 µM, or EC50 in µM where a hit was titrated;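 active = activation above 40% with more than 50 cells counted in the well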;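 also: U2OS osteosarcoma cells stably expressing GPR55 and beta-arrestin-GFP; plate controls were DMSO negative control for no effect and LPI positive control for full effect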
GPR55 LPI antagonism – inhibition of LPI-stimulated GPR55 beta-arrestin translocation – imaging, U2OS, beta-arrestin-GFP, LPI agonist, primary screen (AID 2013); U2OS GPR55 beta-arrestin-GFP translocation imaging, LPI antagonism; higher % means a stronger effect; 290,000 compounds, 0.13% hits; inhibition, % at 10 µM, or IC50 in µM where a hit was titrated;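 active = spots per cell inhibited over 60%, with over 100 cells counted and total cytoplasm intensity under 500,000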;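 also: U2OS cells stably carrying GPR55 and arrestin-GFP stimulated by 5 µM LPI near EC80; imaged beta-arrestin-GFP aggregate spots per cell after agonist stimulation; plate controls were LPI-stimulated DMSO wells for no effect and DMSO wells without LPI for full effect; some results filed as inactive read as strong as hits; confirmed hits need IC50 under 10 µM and bright autofluorescent wells are also inconclusive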
NS5 inhibitors – Dengue-2 NS5 methyltransferase inhibitors, primary screen, biochemical, confirmation dose response (AID 588689). Dengue-2 NS5 methyltransferase capping enzyme assay, biochemical; higher % means a stronger effect. inhibition, % at 25 µM, or IC50 in µM where a hit was titrated. 340,000 compounds, 0.3% hits; in the data active = a potency from the dose series
NTR1 ag cell count 20 µM – also measured in NTR1 ag; calls as there; cell count; measured here: cell count, cytotoxicity flag
NS5 inhibitors pilot replicate – second read-out of NS5 inhibitors, no call of its own (marks repeat the call); inhibition, %; measured here: pilot screen replicate inhibition
* hit, by the source's call.

What do the screens show for `Cc1ccc(S(=O)(=O)N2CCOCC2)cc1C(=O)c1nccn1C`?
Yfh1-depleted yeast: inactive; NTR1 ag: 0.9; SV40 large T antigen: 8%; Rac1 GTP hydrolysis: -4%; AID2073: -6%; GPR35 arrestin U2OS: 3%; GPR55 beta-arrestin: -0.5%; GPR55 LPI antagonism: -14%; NS5 inhibitors: -5%; NTR1 ag cell count 20 µM: 37

What do the screens show for `CC(=O)c1c(C)n(-c2ccccc2)c2ccc(O)cc12`?
Yfh1-depleted yeast: inactive; NTR1 ag: 0.3; SV40 large T antigen: 6%; Rac1 GTP hydrolysis: 10%; AID2073: 10%; GPR35 arrestin U2OS: -5%; GPR55 beta-arrestin: -0.1%; GPR55 LPI antagonism: 5%; NS5 inhibitors: -5%; NTR1 ag cell count 20 µM: 81

How did CCOc1ccc(NS(=O)(=O)c2ccc(C)c(C(N)=O)c2)cc1 do in these assays?
Yfh1-depleted yeast: inactive; NTR1 ag: 0.0; SV40 large T antigen: 3%; Rac1 GTP hydrolysis: 0%; AID2073: 1%; GPR35 arrestin U2OS: 19%; GPR55 beta-arrestin: -0.1%; GPR55 LPI antagonism: 12%; NS5 inhibitors: -2%; NTR1 ag cell count 20 µM: 48

How did O=C(c1c[nH]c2ccccc12)N1CCN(Cc2ccccc2)CC1 do in these assays?
Yfh1-depleted yeast: inactive; NTR1 ag: 3.6; SV40 large T antigen: -18%; Rac1 GTP hydrolysis: 2%; AID2073: 7%; GPR35 arrestin U2OS: -18%; GPR55 beta-arrestin: -0.3%; GPR55 LPI antagonism: 6%; NS5 inhibitors: -9%; NTR1 ag cell count 20 µM: 53

Results for CCn1c(SCc2ccccc2)nc2c(c1=O)SCC2 ?
Yfh1-depleted yeast: inactive; NTR1 ag: 2.1; SV40 large T antigen: 0%; Rac1 GTP hydrolysis: -5%; AID2073: 0%; GPR35 arrestin U2OS: -10%; GPR55 beta-arrestin: 0.4%; GPR55 LPI antagonism: 12%; NS5 inhibitors: -1%; NTR1 ag cell count 20 µM: 71

How did CC1CC(NC(=O)CCn2c(=O)oc3ccccc32)CC(C)(C)C1 (stereo not drawn) do in these assays?
Yfh1-depleted yeast: inactive; NTR1 ag: 1.2; SV40 large T antigen: 10%; Rac1 GTP hydrolysis: -4%; AID2073: 1%; GPR35 arrestin U2OS: 10%; GPR55 beta-arrestin: -0.1%; GPR55 LPI antagonism: 4%; NS5 inhibitors: -1%; NTR1 ag cell count 20 µM: 44

What do the screens show for `C/C(CC(=O)Nc1cccc(C(F)(F)F)c1)=N\NC(=O)C1CCCCC1`?
Yfh1-depleted yeast: inactive; NTR1 ag: -3.3; SV40 large T antigen: 8%; Rac1 GTP hydrolysis: 7%; AID2073: 9%; GPR35 arrestin U2OS: 5%; GPR55 beta-arrestin: 0.2%; GPR55 LPI antagonism: 3%; NS5 inhibitors: -3%; NTR1 ag cell count 20 µM: 80

What do the screens show for `COc1cccc(CN(C)C(=O)Cc2c[nH]c3ccccc23)c1`?
NTR1 ag: 0.5; SV40 large T antigen: 4%; Rac1 GTP hydrolysis: 4%; AID2073: 10%; GPR35 arrestin U2OS: -15%; GPR55 beta-arrestin: -0.2%; GPR55 LPI antagonism: 3%; NS5 inhibitors: -4%; NTR1 ag cell count 20 µM: 62

What do the screens show for `Cc1ccccc1N(C(=O)CNC(=O)c1ccco1)C(C(=O)NC1CCCCC1)c1cccnc1` (stereo not drawn)?
NTR1 ag: -1.2; SV40 large T antigen: 1%; Rac1 GTP hydrolysis: 1%; AID2073: 14%; GPR35 arrestin U2OS: 4%; GPR55 beta-arrestin: -0.3%; GPR55 LPI antagonism: -12%; NS5 inhibitors: 2%; NTR1 ag cell count 20 µM: 60

Results for COc1ccc(N2CCN(C(=O)c3cccn4c(=O)c5ccccc5nc34)CC2)cc1 ?
Yfh1-depleted yeast: inactive; NTR1 ag: 0.3; SV40 large T antigen: 7%; Rac1 GTP hydrolysis: -2%; AID2073: 5%; GPR35 arrestin U2OS: 2%; GPR55 beta-arrestin: 1.1%; GPR55 LPI antagonism: -9%; NS5 inhibitors: -9%; NTR1 ag cell count 20 µM: 52

What do the screens show for `CCC(C)NC(=O)CCC(=O)NNc1nc2ccccc2c2nc(C)nn12` (stereo not drawn)?
Yfh1-depleted yeast: inactive; NTR1 ag: 1.4; SV40 large T antigen: 12%; Rac1 GTP hydrolysis: 8%; AID2073: 5%; GPR35 arrestin U2OS: -8%; GPR55 beta-arrestin: 0.4%; GPR55 LPI antagonism: -5%; NS5 inhibitors: 0%; NTR1 ag cell count 20 µM: 71

How did CNc1cccc2c1C(=O)c1ccccc1C2=O do in these assays?
Yfh1-depleted yeast: inactive; SV40 large T antigen: 11%; Rac1 GTP hydrolysis: 7%; AID2073: -14%; GPR35 arrestin U2OS: 6%; GPR55 beta-arrestin: 0.2%; GPR55 LPI antagonism: 0%; NS5 inhibitors: 7%

How did c1cc(-c2nnc3n2CCC3)[nH]n1 do in these assays?
Yfh1-depleted yeast: inactive; NTR1 ag: -1.2; SV40 large T antigen: -2%; Rac1 GTP hydrolysis: 3%; AID2073: 0%; GPR35 arrestin U2OS: 8%; GPR55 beta-arrestin: -0.2%; GPR55 LPI antagonism: 0%; NS5 inhibitors: -7%; NTR1 ag cell count 20 µM: 69

How did Cc1ccccc1Nc1nc(N)nc(CN2CCN(c3ccccn3)CC2)n1 do in these assays?
Yfh1-depleted yeast: inactive; NTR1 ag: -0.4; SV40 large T antigen: 1%; Rac1 GTP hydrolysis: 0%; AID2073: -5%; GPR35 arrestin U2OS: 1%; GPR55 beta-arrestin: 0.2%; GPR55 LPI antagonism: 5%; NS5 inhibitors: 5%; NTR1 ag cell count 20 µM: 57

How did CCC(C)NS(=O)(=O)c1ccc(NC(C)=O)cc1 (stereo not drawn) do in these assays?
Yfh1-depleted yeast: inactive; NTR1 ag: 0.7; SV40 large T antigen: 15%; Rac1 GTP hydrolysis: 4%; AID2073: -6%; GPR35 arrestin U2OS: -7%; GPR55 beta-arrestin: -0.2%; GPR55 LPI antagonism: 6%; NS5 inhibitors: 3%; NTR1 ag cell count 20 µM: 42

Results for Clc1ccc(OCc2nnc3n2N=C(c2ccc4c(c2)OCCO4)CS3)c(Cl)c1 ?
Yfh1-depleted yeast: inactive; NTR1 ag: 4.3; SV40 large T antigen: 6%; Rac1 GTP hydrolysis: 7%; AID2073: 2%; GPR35 arrestin U2OS: -9%; GPR55 beta-arrestin: -0.1%; GPR55 LPI antagonism: -8%; NS5 inhibitors: -5%; NTR1 ag cell count 20 µM: 81

How did COC(=O)C(NC(=O)CCc1nnc2ccc(N3CCC(C)CC3)nn12)C(C)C (stereo not drawn) do in these assays?
NTR1 ag: -0.9; SV40 large T antigen: 15%; Rac1 GTP hydrolysis: 7%; AID2073: 12%; GPR35 arrestin U2OS: 1%; GPR55 beta-arrestin: 0.0%; GPR55 LPI antagonism: 11%; NS5 inhibitors: -7%; NTR1 ag cell count 20 µM: 97

What do the screens show for `Cc1nnc(SCc2nnc(-c3cccs3)o2)n1C`?
Yfh1-depleted yeast: inactive; NTR1 ag: 2.8; SV40 large T antigen: 0%; Rac1 GTP hydrolysis: -1%; AID2073: 5%; GPR35 arrestin U2OS: -16%; GPR55 beta-arrestin: 0.8%; GPR55 LPI antagonism: -9%; NS5 inhibitors: -10%; NTR1 ag cell count 20 µM: 40

How did COc1cc(NC(=O)CCN2CC(C)OC(C)C2)cc(OC)c1 (stereo not drawn) do in these assays?
NTR1 ag: 0.8; SV40 large T antigen: -2%; Rac1 GTP hydrolysis: 0%; AID2073: 5%; GPR35 arrestin U2OS: -4%; GPR55 beta-arrestin: -0.1%; GPR55 LPI antagonism: 18%; NS5 inhibitors: -1%; NTR1 ag cell count 20 µM: 51

Results for COc1nc(N)nc(N)c1NS(=O)(=O)c1ccc(C)cc1 ?
NTR1 ag: -0.7; SV40 large T antigen: 8%; Rac1 GTP hydrolysis: 9%; AID2073: 8%; GPR35 arrestin U2OS: 8%; GPR55 beta-arrestin: 0.3%; GPR55 LPI antagonism: 1%; NS5 inhibitors: 2%; NTR1 ag cell count 20 µM: 67

What do the screens show for `CCOc1cccc(C(=O)Nc2cc(-c3nn4c(C)nnc4s3)ccc2C)c1`?
Yfh1-depleted yeast: inactive; NTR1 ag: 5.2; SV40 large T antigen: 1%; Rac1 GTP hydrolysis: 1%; AID2073: 13%; GPR35 arrestin U2OS: -12%; GPR55 beta-arrestin: 0.3%; GPR55 LPI antagonism: 4%; NS5 inhibitors: -7%; NTR1 ag cell count 20 µM: 53

What do the screens show for `C=C[C@@]1(C)CC(=O)[C@]2(O)[C@@]3(C)[C@@H](O)CCC(C)(C)[C@@H]3[C@H](O)[C@H](OC(C)=O)[C@@]2(C)O1`?
Yfh1-depleted yeast: inactive; NTR1 ag: 2.0; SV40 large T antigen: 17%; Rac1 GTP hydrolysis: 7%; NS5 inhibitors: 4%; NTR1 ag cell count 20 µM: 70

Results for Cc1ccc(NC(=O)C2Cc3ccccc3C(=O)O2)cc1 (stereo not drawn) ?
NTR1 ag: -0.3; SV40 large T antigen: 19%; Rac1 GTP hydrolysis: -8%; AID2073: 8%; GPR35 arrestin U2OS: 8%; GPR55 beta-arrestin: 0.5%; GPR55 LPI antagonism: -5%; NS5 inhibitors: 3%; NTR1 ag cell count 20 µM: 62

Results for O=C1NC(=O)/C(=C/c2ccccn2)S1 ?
Yfh1-depleted yeast: inactive; NTR1 ag: 1.1; SV40 large T antigen: 3%; Rac1 GTP hydrolysis: 9%; AID2073: 2%; GPR35 arrestin U2OS: 2%; GPR55 beta-arrestin: -0.3%; GPR55 LPI antagonism: 10%; NS5 inhibitors: 8%; NTR1 ag cell count 20 µM: 45

Results for COc1ccc(S(=O)(=O)NCc2ccccc2)cc1 ?
Yfh1-depleted yeast: inactive; NTR1 ag: 0.1; SV40 large T antigen: -2%; Rac1 GTP hydrolysis: 7%; AID2073: 4%; GPR35 arrestin U2OS: 1%; GPR55 beta-arrestin: 0.0%; GPR55 LPI antagonism: 13%; NS5 inhibitors: 2%; NTR1 ag cell count 20 µM: 76; NS5 inhibitors pilot replicate: -3.6

How did COc1cc(/C=N/NC(=O)c2cccc([N+](=O)[O-])c2)ccc1OC(=O)c1ccco1 do in these assays?
Yfh1-depleted yeast: inactive; NTR1 ag: 2.3; SV40 large T antigen: 11%; Rac1 GTP hydrolysis: 15%; AID2073: -2%; GPR35 arrestin U2OS: 11%; GPR55 beta-arrestin: 0.6%; GPR55 LPI antagonism: 6%; NS5 inhibitors: -7%; NTR1 ag cell count 20 µM: 63
